# CRFBP-R2 agonist: agonists of human CRF-binding protein/CRF-R2 receptor complex | HEK293 CRF-R2/CRF-BP, calcium dye fluorescence (FLIPR); percent of saturating CRF peptide response | activation, % at 13.2 µM | actives 0.46% (n = 350,000) | AID 588473;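 active = activation of at least 50%, plus an integration ratio under a set limit after plate pattern correction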;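 note: plate controls were neutral control wells without compound for no effect and CRF at EC100 for full effect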
# M1 PAM parental: M1 PAM counterscreen hit in parental CHO-K1 cells | activation, % at 3 µM | ATP EC20, Fluo-8 calcium fluorescence; 0% at ATP EC20, 100% at ATP max | actives 0.02% (n = 360,000);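 active = activation above the run cutoff, the mean activation of all test compounds plus 3 SD, cut at about 40% in these data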;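 note: peak over basal fluorescence ratio in a 140 s read after ATP addition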
# M5 PAM: positive allosteric modulators of human muscarinic M5 receptor; actives 0.3% (n = 360,000); activation, % at 3 µM; AID 624038; CHO-K1 hM5, Fluo-8 calcium, ACh EC20 PAM; 0% = ACh EC20, 100% = ACh EC100;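 active = activation above the run cutoff, the mean activation of all test compounds plus 3 SD, cut at about 18% in these data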
# Target sequence (P08912 whole entry, looked up): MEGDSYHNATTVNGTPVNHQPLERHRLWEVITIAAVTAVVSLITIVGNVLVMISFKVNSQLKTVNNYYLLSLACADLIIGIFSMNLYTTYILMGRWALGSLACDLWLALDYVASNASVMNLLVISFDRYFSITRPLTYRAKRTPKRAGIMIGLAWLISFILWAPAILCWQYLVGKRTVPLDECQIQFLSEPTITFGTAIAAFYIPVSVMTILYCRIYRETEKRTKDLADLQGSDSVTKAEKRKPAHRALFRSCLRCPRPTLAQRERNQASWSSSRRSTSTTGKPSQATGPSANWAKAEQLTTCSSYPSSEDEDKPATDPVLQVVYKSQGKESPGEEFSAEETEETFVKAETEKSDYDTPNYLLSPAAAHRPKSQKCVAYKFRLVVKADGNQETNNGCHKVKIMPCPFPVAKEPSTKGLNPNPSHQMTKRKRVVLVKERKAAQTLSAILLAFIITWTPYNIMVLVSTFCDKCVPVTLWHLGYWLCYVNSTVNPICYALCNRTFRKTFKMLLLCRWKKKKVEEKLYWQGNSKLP
#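 system = human M5 receptor in CHO-K1 cells | reagent = EC20 acetylcholine as agonist stimulus | compound dosing = single-point, 3 µM nominal | incubation = Fluo-8 loading 80 min at 37 °C plus 30 min room temperature | detection = Fluo-8 calcium dye fluorescence, kinetic read | benchmarks = low control EC20 acetylcholine (0%), high control EC100 acetylcholine (100%)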
# M4 PAM: positive allosteric modulators of human muscarinic M4 receptor; P08173; CHO-K1 hM4/Gqi5, Fluo-8 calcium fluorescence, ACh EC20; 0% = ACh EC20, 100% = maximal ACh; activation, % at 3 µM; actives 0.4% (n = 360,000); AID 624126;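 active = activation above its plate's cutoff, the mean activation of sample wells plus 3 SD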; note: some results filed as inactive read as strong as hits
# Target sequence (P08173 whole entry, looked up): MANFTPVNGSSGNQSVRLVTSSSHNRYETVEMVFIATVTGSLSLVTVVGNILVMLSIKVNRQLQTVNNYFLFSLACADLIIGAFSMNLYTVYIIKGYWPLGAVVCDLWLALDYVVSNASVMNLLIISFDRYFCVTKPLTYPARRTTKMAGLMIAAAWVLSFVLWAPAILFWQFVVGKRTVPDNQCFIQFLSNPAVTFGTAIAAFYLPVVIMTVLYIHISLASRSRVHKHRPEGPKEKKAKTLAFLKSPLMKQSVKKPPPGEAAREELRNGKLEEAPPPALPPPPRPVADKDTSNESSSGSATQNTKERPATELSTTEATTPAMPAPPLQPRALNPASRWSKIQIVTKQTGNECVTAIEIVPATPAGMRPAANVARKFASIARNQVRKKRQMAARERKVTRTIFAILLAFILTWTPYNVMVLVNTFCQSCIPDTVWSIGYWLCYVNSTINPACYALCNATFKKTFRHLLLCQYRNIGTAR
# M5 antag: CHRM5 antagonism in calcium assay; P08912; CHO-hM5 cells, Fluo-8 calcium fluorescence, ACh EC80; inhibition, % at 3 µM; actives 0.59% (n = 360,000);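 active = inhibition above a per-plate cutoff, the mean of that plate's test compounds plus 3 SD, cut at about 27% in these data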;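 note: 0% = acetylcholine EC80 with DMSO and 100% = DMSO without agonist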
# M5 ag: agonists of human muscarinic M5 receptor (CHRM5) | P08912 | CHO-K1 hM5 cells, Fluo-8 calcium fluorescence; 0% DMSO wells, 100% maximal acetylcholine response | activation, % at 3 µM | actives 0.19% (n = 360,000);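 active = activation above the run's mean over test compounds plus 3 SD, cut at about 23% in these data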;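 note: signal is peak over basal fluorescence ratio across the kinetic read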
# CRFBP-R2 block: blocks CRF-induced signaling of the CRF-BP/CRF-R2 complex; HEK293 CRF-R2/CRF-BP, CRF-induced calcium fluorescence; actives 0.59% (n = 350,000); inhibition, % at 11.8 µM;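 active = inhibition of the ligand-induced calcium signal above about 50% at the single tested concentration, limit read from the data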
# TAAR1 antagonist: human TAAR1 antagonism | CHO RD-HGA16 TAAR1, Fluo-8 calcium fluorescence, antagonist | inhibition, % at 3 µM | actives 1.5% (n = 360,000) | Q96RJ0;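 active = inhibition above a per-plate cutoff, the mean inhibition of test compounds on that plate plus 3 SD, cut at about 49% in these data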;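 note: 0% = DMSO plus EC80 beta-PEA response and 100% = DMSO alone without agonist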
#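 System: CHO RD-HGA16 cells bearing hTAAR1. Reagent: EC80 β-phenethylamine stimulus. Schedule: seeding 17-24 h prior, 75-min 37 °C, 30-min RT dye loading. Signal: Fluo-8 intracellular calcium dye fluorescence, real-time kinetic reads. Read-out: % inhibition from peak post-agonist over basal fluorescence ratio. Benchmarks: vehicle wells and EC80 agonist wells. Replicates: n of 1.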
# TAAR1 ag: human TAAR1 agonism; actives 0.99% (n = 360,000); activation, % at 3 µM; CHO RD-HGA16 TAAR1, Fluo-8 calcium fluorescence; vehicle wells 0%, saturating PEA agonist 100%;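 active = activation above the mean activation of all test compounds in the run plus 3 SD, cut at about 38% in these data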
#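 Repeats: no replicates (n 1) | Material: CHO-derived RD-HGA16 cells with stable Gα16 and human TAAR1 | Technique: Kinetic Fluo-8 calcium fluorescence | Schedule: 17-24 h seeding, 75 min 37 °C dye, 30 min RT | Evaluation: % activation from peak over basal fluorescence ratio, DMSO-to-PEA scaled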
# * marks the source's active call; other numbers are inactive results; . = not tested or not shown.
SMILES,CRFBP-R2 agonist,M1 PAM parental,M5 PAM,M4 PAM,M5 antag,M5 ag,CRFBP-R2 block,TAAR1 antagonist,TAAR1 ag
O=C(NCC(c1ccco1)N1CCCC1)c1ccc(S(=O)(=O)Nc2ccccc2Cl)cc1 (stereo unspecified),1.5,3,2,7,-4,-5,-8,-5,6
CCOC(=O)C1CCCN(C(=O)Cn2nc(C)n3nc(-c4ccccc4)cc3c2=O)C1 (stereo unspecified),0.9,-10,-8,-4,11,-2,-6,10,2
CSc1ccc(CN2CCC(C)(Oc3cnc(Cl)c4ccccc34)C2)cc1 (stereo unspecified),.,2,-10,-8,10,-1,.,1,0
O=C(O)CNS(=O)(=O)c1ccc(C2CCCCC2)cc1,-1.4,-10,-13,-7,19,3,10,11,3
C/C(=N\NC(=S)Nc1ccc(C)cc1)c1cccc(N)c1,179*,15,7,0,4,2,17,-1,1
COc1cc2[nH]c(=O)n(CCCCCC(=O)NCCCN3CCOCC3)c(=O)c2cc1OC,-2.8,22,6,11,-6,-6,6,14,0
Cn1c(-c2cccc(Br)c2)cnc1NCc1ccccc1O,1.5,13,-3,-6,6,-13,-6,29,1
O=C(Nc1ccc(-c2ccccc2)cc1)c1ccc2c(c1)S(=O)(=O)c1ccccc1C2=O,-0.1,22,-3,5,10,6,-4,15,9
CCOC(=O)C1CCCCN1Cc1ccc(OC)c(OC)c1 (stereo unspecified),-1.9,-3,-1,-3,13,-1,-6,0,1
CCC1Oc2ccccc2N(CC(=O)NCCN2CCCC2)C1=O (stereo unspecified),0.4,12,-6,-2,14,-8,-9,-8,0
COc1ccc(CC2(CO)CCN(Cc3cccc4nccnc34)CC2)cc1,4.5,18,-5,-11,11,-7,-11,-2,4
CC1CN(C(=S)NC(=O)c2ccc(Cl)cc2)CC(C)O1 (stereo unspecified),1.3,11,-1,4,4,-1,-2,-8,2
OCCN1CCN(C(=S)NCCc2ccccc2)CC1,0.2,-4,6,-1,-4,-2,-6,7,10
COc1ccc(-c2nc(-c3cccnc3)no2)cc1OC,0.8,7,1,-2,0,3,-2,-8,2
CC(=O)CC1c2ccccc2C=C(c2ccsc2)N1c1ccc(-c2cccs2)cc1 (stereo unspecified),.,19,-9,-11,7,-6,.,-25,1
Nc1nc(SCc2ccc(Cl)cc2)ns1,-1.1,20,1,1,2,-3,10,2,1
COc1ccc(CNc2nc3ccccc3n2C)c(O)c1,-0.8,-2,-4,-16,12,-7,4,-8,3
Cc1ccc(OCC(=O)N2N=C(C(F)(F)F)CC2(O)C(C)(C)C)cc1C (stereo unspecified),0.1,21,-11,-14,10,-3,-6,17,6
CCCCn1c(=O)[nH]c(=O)c2c1nc(-c1cc(Br)ccc1OC)n2C,-0.3,13,-5,-1,16,-4,-5,7,2
CCCCn1nnnc1C1(C)CCC(=O)N1CCc1ccc(O)cc1 (stereo unspecified),.,16,-4,3,8,2,.,-6,2

# Three neighbouring compounds from above, for reference:
SMILES,CRFBP-R2 agonist,M1 PAM parental,M5 PAM,M4 PAM,M5 antag,M5 ag,CRFBP-R2 block,TAAR1 antagonist,TAAR1 ag
Cc1ccc(OCC(=O)N2N=C(C(F)(F)F)CC2(O)C(C)(C)C)cc1C (stereo unspecified),0.1,21,-11,-14,10,-3,-6,17,6
CCCCn1c(=O)[nH]c(=O)c2c1nc(-c1cc(Br)ccc1OC)n2C,-0.3,13,-5,-1,16,-4,-5,7,2
CCCCn1nnnc1C1(C)CCC(=O)N1CCc1ccc(O)cc1 (stereo unspecified),.,16,-4,3,8,2,.,-6,2

# (further entries)
SMILES,CRFBP-R2 agonist,M1 PAM parental,M5 PAM,M4 PAM,M5 antag,M5 ag,CRFBP-R2 block,TAAR1 antagonist,TAAR1 ag
COC(=O)C1=C(C)N=c2s/c(=C/c3cccs3)c(=O)n2C1c1ccc(F)cc1 (stereo unspecified),8.9,-5,-2,3,-2,-2,-9,-9,17
CCOc1ccccc1NC(=O)CCNC(=O)c1ccco1,-1.2,19,4,1,3,-1,-1,20,0
Cc1ccc(C(=O)NCCCn2ccnc2)cc1[N+](=O)[O-],0.0,22,0,11,-4,-2,-17,6,4
CC(=O)c1c(C)[nH]c(C(=O)NCc2ccc(F)cc2)c1C,-0.5,-6,2,1,15,-2,-11,10,2
CN1CCN(CCCCOc2ccc(Br)cc2)CC1,-1.1,15,-4,-8,-20,-24,2,-33,3
O=C(CN1CCC(n2nnc3cc(F)ccc32)CC1)NC1CC1,0.8,15,9,8,9,-6,0,2,0
Cn1c(SC2CCCCC2=O)nnc1-c1ccccc1F (stereo unspecified),0.0,5,-5,-1,-4,-3,2,-10,8
Cc1ccc([N+](=O)[O-])cc1S(=O)(=O)Nc1ccc(O)c(Sc2ncn[nH]2)c1,0.1,-5,4,2,-7,-1,15,-13,1
Cc1cc(Nc2c(C)n(C)n(-c3ccccc3)c2=O)n2c(nc3ccccc32)c1C#N,0.8,5,5,1,-3,0,24,-20,11
Cn1c(N/N=C/c2cc3ccccc3nc2Cl)nc2ccccc21,2.6,20,-5,0,1,0,-32,-7,-2
COCCN(C(=O)c1ccc(N2CCCC2=O)cc1)c1c(N)n(Cc2ccccc2)c(=O)[nH]c1=O,-0.1,4,8,16,7,3,5,10,-3
O=C(Nc1nccs1)C1=COCCO1,3.3,24,-3,7,14,1,-13,6,2
Oc1c(Cl)cc(CN2CCOCC2)c2cccnc12,1.3,18,1,5,7,1,-7,-8,2
Cc1c(Cl)cccc1NC(=S)NCC1COc2ccccc2O1 (stereo unspecified),-1.4,2,-20,-14,39*,-1,-7,28,5
Cc1ccc(NC(=S)NCc2ccccc2)cc1[N+](=O)[O-],2.0,-14,-10,-13,13,4,9,25,9
CN(Cc1ccccc1)C(=O)CCc1ccccc1,-0.9,21,-1,1,2,-2,-3,8,0
O=[N+]([O-])c1c(Nc2ccc(O)cc2)cc(N2CCOCC2)c2nonc12,-0.3,-6,2,10,-6,-1,20,0,0
Cc1cccc(NC(=O)CSCC(=O)Nc2ccccc2N2CCCC2)c1,-11,14,-5,-6,4,0,-18,-3,4
Cc1ccc(OC(C)C(=O)Nc2ncc(Cl)cc2Cl)c([N+](=O)[O-])n1 (stereo unspecified),-0.6,12,-6,-1,16,-5,1,1,-1
O=C(Oc1cc(Cl)cc(Cl)c1)c1cnc2n(c1=O)CCS2,-0.9,-10,1,-4,0,7,21,-25,0
Cc1ccc(C)c(NC(=S)N(C)C)c1,-1.6,-15,4,-4,4,4,0,8,0
CCc1ccccc1NC1=NCC(=O)N1C1CCCC1,0.0,18,-2,-2,-2,-1,10,9,11
Cc1[nH]nc2c1C(C(C)c1ccccc1)C(C#N)=C(N)O2 (stereo unspecified),0.8,0,1,4,-5,5,-18,7,9
CCCn1c(SCC(=O)OCC)nc(C(F)(F)F)cc1=O,-0.6,21,-2,2,3,-5,13,-16,2
CC1(C)CC(=O)c2cnc(NCc3ccco3)nc2C1,-0.4,10,0,11,-1,-1,-5,6,10
Oc1ccc2ccccc2c1C=Nc1ccccc1-c1nc2ccccc2[nH]1,-0.9,1,-1,5,12,-2,-27,9,3
Cc1cc(C)cc(NC(=O)C2CCN(S(=O)(=O)c3ccc4c(c3)NC(=O)C(C)S4)CC2)c1 (stereo unspecified),-1.5,-9,-14,-12,11,-3,27,28,0
Cc1ccc(C)n1-c1ccc(-n2cnnn2)cc1,6.3,19,7,14,-8,3,-2,-2,1
Cc1ccc(C)c(NS(=O)(=O)c2ccccc2C)c1,-11,8,4,4,0,-5,21,-23,0
COCC(C)NCc1ccc(OC)c(Br)c1 (stereo unspecified),-0.5,25,2,12,8,-6,8,7,6
O=C(NCc1ccc(F)cc1)c1cc(C2CCCCN2S(=O)(=O)c2cccc3cccnc23)on1 (stereo unspecified),.,9,0,-5,-1,-2,.,6,1
CC(NC(=O)c1ccco1)C(c1cccs1)N1CCN(c2ccc(F)cc2)CC1 (stereo unspecified),0.2,14,-9,-3,7,0,4,9,13
CCCC(=O)O[C@H]1C[C@@H](C)N(C(=O)c2ccccc2)c2ccc(C)cc21,-0.2,1,-8,-1,13,-10,5,13,3
COc1ccc(-n2nc(C(=O)NCC(=O)NCCCN3CC(C)CC(C)C3)c3ccccc3c2=O)cc1OC (stereo unspecified),0.8,12,3,-3,-4,-5,1,6,-3
CCOC(=O)c1cc(NC(=O)c2ccco2)ccc1N1CCOCC1,-0.7,14,2,10,-1,-2,-8,-12,1
Cc1ccc(C2C(=O)N(C3CCCC3)CC(=O)N2CC2COc3ccccc3O2)cc1 (stereo unspecified),2.0,14,3,26,-6,0,-24,10,12
COc1ccc(C(=O)COC(=O)CNC(=O)C2CCCCC2)c(OC)c1,-1.1,12,4,9,5,0,3,-9,3
O=C(NC1CCCCCC1)C1c2ccccc2C(=O)N1CCCN1CCOCC1 (stereo unspecified),1.0,22,6,6,-4,-2,14,3,10
CCOC(=O)[C@]12CCCC=C1N(Cc1cccc3ccccc13)C(=O)[C@H](CC(=O)NCc1ccc(OC)c(OC)c1)C2,.,13,-8,-6,16,-3,.,31,0
CCCCNC(=O)OC1CCS(=O)(=O)C1 (stereo unspecified),-0.3,19,3,8,-13,-2,-4,-9,13
Cc1ccc(Oc2ccc(NC(=O)Cn3ccsc3=N)cc2)cc1,7.9,16,-5,-11,8,-3,-28,25,37
CC(C)(C)[C@H]1COC(=O)[C@H](NC(=O)OCC2c3ccccc3-c3ccccc32)C/C=C\C[C@@H](CC(=O)N[C@H](CO)Cc2ccccc2)C(=O)N1,-0.2,1,1,0,9,1,2,8,6
Cc1noc(C)c1COc1ccccc1C(=O)NNC(=O)c1ccccc1,-1.4,-2,-4,2,13,-2,-6,-51,3
c1ccc(SCc2nc(-c3ccncc3)n[nH]2)nc1,1.6,8,2,6,-10,1,15,14,8
O=C(CSc1cc(Cl)ccc1Cl)NCC(=O)Nc1ccc(F)c(F)c1F,0.3,9,-2,-5,-5,-2,-22,9,3
CCOc1ccc(-n2cc(C(=O)Nc3ccc(Cl)cn3)c3cc(OC)c(OC)cc3c2=O)cc1,-2.5,11,4,-2,-5,-5,13,11,12

# By substructure, those above containing a CF3 group
SMILES,CRFBP-R2 agonist,M1 PAM parental,M5 PAM,M4 PAM,M5 antag,M5 ag,CRFBP-R2 block,TAAR1 antagonist,TAAR1 ag
Cc1ccc(OCC(=O)N2N=C(C(F)(F)F)CC2(O)C(C)(C)C)cc1C (stereo unspecified),0.1,21,-11,-14,10,-3,-6,17,6
CCCn1c(SCC(=O)OCC)nc(C(F)(F)F)cc1=O,-0.6,21,-2,2,3,-5,13,-16,2

# Screens deposited in PubChem BioAssay by several laboratories.
